# Screening data as filed in PubChem.
# SSB-PriA inh = K. pneumoniae PriA-SSBct interaction inhibition; inhibition, % at 33 µM; AlphaScreen SSBct-PriA binding, biotinylated peptide; hit rate 0.6% among 430,000; in the data active means inhibition mostly above about 37%, no sharp cut-off; inactive means mostly below about 20%;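 further: plate controls were negative control peptide for no effect and reference peptide for full effect; strong numbers were not always called active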
# * hit, by the source's call; & = joins results of further samples. Some of the compounds tested; rates above refer to the full screens.
SMILES,SSB-PriA inh
O=C(CCSc1ccccc1)N1CCCC(Cc2nc(-c3ccccc3F)no2)C1 (configuration not stated),4
O=C(Nc1c2c(nn1-c1ccc(F)cc1)CSC2)c1ccc(Cl)cc1Cl,0
CS(=O)(=O)N1CCN(C(=O)c2cc3n(n2)CCCO3)CC1,-1
COC(=O)c1ccc(C(=O)Nc2nc3ccc(C(C)C)cc3s2)cc1,-13
O=C1C2ON(c3ccc(Cl)cc3)C(c3cccs3)C2C(=O)N1c1cccc(C(F)(F)F)c1 (configuration not stated),-4
O=C(NN=Cc1ccc(Br)o1)/C(=C/c1ccc([N+](=O)[O-])cc1)NC(=O)c1ccccc1,23
CC(C)(C)OC(=O)C[C@@H]1C/C=C/C[C@@H](CC(=O)N[C@@H](CO)Cc2ccccc2)C(=O)N2CCC[C@@H]2COC1=O,11
O=S(=O)(c1cccc(C(F)(F)F)c1)N(Cc1ccoc1)Cc1cccs1,-16
O=C(NCc1ccc(F)cc1)NC1CCC(Oc2cnccn2)CC1 (configuration not stated),-15
CC1(C)C2CCC1(CS(=O)(=O)n1cnc3ccccc31)C(=O)C2 (configuration not stated),6
CCOC(=O)NN=C/C=C/c1ccco1,-30
COc1ccc(OC)c(NC(=O)CSc2nnc(Cn3c(=O)sc4ccccc43)n2-c2cccc(Cl)c2)c1,-7
O=C(C1CN(S(=O)(=O)C2CC2)C1)N1CCN(c2ccccc2Cl)CC1,-17
O=C(CN1CCN(c2ccc3c(c2)OCO3)C1=O)Nc1nc2ccc(Cl)cc2s1,1
COc1ccc(CC(=O)Nc2ccc3c(c2)N(CCC(C)C)C(=O)C(C)(C)CO3)cc1OC,30
COc1ccccc1/C=C/C(=O)Nc1nc(C)c(C)s1,7
Cc1[nH]n(-c2ccccc2)c(=O)c1Sc1c(F)c(F)c(F)c(F)c1F,6
CCOC(=O)c1ccc(Nc2n[nH]c3nc4[nH]ncc4c(=O)n23)cc1,-12
COc1nccnc1O[C@H]1CCN(C(=O)c2ccc3c(c2)OCO3)C1,-9
O=C(CSc1ccc(-n2ccnc2)nn1)Nc1ccccc1Cl,-8
COc1nn(C)cc1C(=O)NCCOc1cccc2cccnc12,-21
CCOc1ccccc1NC(=O)c1cc(S(=O)(=O)N2CCN(c3cccc(C)c3C)CC2)ccc1F,4
O=C(NC[C@@](O)(c1ccccc1)C(F)(F)F)c1csc(-c2ccccc2)n1,-33
COc1ccc(Br)cc1S(=O)(=O)N1CCN(S(=O)(=O)c2cc(Br)ccc2OC)C(C)C1 (configuration not stated),0&0
O=C1NC2(CCN(C(=O)Nc3ccccc3C(F)(F)F)CC2)N=C1c1cccc(Cl)c1,-14

# A stretch from further up, as a working copy:
SMILES,SSB-PriA inh
O=C(CCSc1ccccc1)N1CCCC(Cc2nc(-c3ccccc3F)no2)C1 (configuration not stated),4
O=C(Nc1c2c(nn1-c1ccc(F)cc1)CSC2)c1ccc(Cl)cc1Cl,0
CS(=O)(=O)N1CCN(C(=O)c2cc3n(n2)CCCO3)CC1,-1
COC(=O)c1ccc(C(=O)Nc2nc3ccc(C(C)C)cc3s2)cc1,-13
O=C1C2ON(c3ccc(Cl)cc3)C(c3cccs3)C2C(=O)N1c1cccc(C(F)(F)F)c1 (configuration not stated),-4
O=C(NN=Cc1ccc(Br)o1)/C(=C/c1ccc([N+](=O)[O-])cc1)NC(=O)c1ccccc1,23
CC(C)(C)OC(=O)C[C@@H]1C/C=C/C[C@@H](CC(=O)N[C@@H](CO)Cc2ccccc2)C(=O)N2CCC[C@@H]2COC1=O,11
O=S(=O)(c1cccc(C(F)(F)F)c1)N(Cc1ccoc1)Cc1cccs1,-16
O=C(NCc1ccc(F)cc1)NC1CCC(Oc2cnccn2)CC1 (configuration not stated),-15
CC1(C)C2CCC1(CS(=O)(=O)n1cnc3ccccc31)C(=O)C2 (configuration not stated),6
CCOC(=O)NN=C/C=C/c1ccco1,-30
COc1ccc(OC)c(NC(=O)CSc2nnc(Cn3c(=O)sc4ccccc43)n2-c2cccc(Cl)c2)c1,-7
O=C(C1CN(S(=O)(=O)C2CC2)C1)N1CCN(c2ccccc2Cl)CC1,-17
O=C(CN1CCN(c2ccc3c(c2)OCO3)C1=O)Nc1nc2ccc(Cl)cc2s1,1
COc1ccc(CC(=O)Nc2ccc3c(c2)N(CCC(C)C)C(=O)C(C)(C)CO3)cc1OC,30
COc1ccccc1/C=C/C(=O)Nc1nc(C)c(C)s1,7
Cc1[nH]n(-c2ccccc2)c(=O)c1Sc1c(F)c(F)c(F)c(F)c1F,6

# (cont.)
SMILES,SSB-PriA inh
COc1ccc(CCNC(CC(=O)Nc2cccc(C(F)(F)F)c2)C(=O)O)cc1 (configuration not stated),-12
CCN1CCN(CC(=O)Nc2cc(OC)ccc2OC)C(=O)C1=O,-22
COc1ccc(OC)c(-n2c(N)c(C(=O)NCc3ccco3)c3nc4ccccc4nc32)c1,-10
COc1ccc(NC(=O)C(=O)NCC(c2ccc(N(C)C)cc2)N2CCCC2)cc1 (configuration not stated),1
CC(C)C(=O)Nc1ccc(S(=O)(=O)NCCN2CCOC(c3ccccc3)C2)cc1 (configuration not stated),-2
CCN1CCN(C(CNC(=O)C(=O)NCc2cccnc2)c2cccnc2)CC1 (configuration not stated),-8
O=C(c1[nH]nc2c1CCc1ccccc1-2)N1CCSCC1,19
COC(=O)c1cccc(C(=O)NC2CCN(C(=O)c3cn(-c4ccccc4)nn3)CC2)c1,-6
CC(C)(C)NC(=O)CN1CCN(Cc2nc(-c3ccc(F)cc3)cs2)CC1,-9&-3
CCOc1cc(-c2nnc(NC(=O)c3ccccc3C)o2)cc(OCC)c1OCC,-9
COc1cc(/C=N\NC(=O)CSc2nc3ccccc3s2)ccc1OC(=O)CC1SC(=O)NC1=O (configuration not stated),-11
C=CCn1c(SCc2ccc3c(c2)OCO3)nc2scc(-c3ccccc3)c2c1=O,-1
COc1ccc(C)cc1NC(=O)CSc1nc(C)nc2c1oc1ccccc12,10
O=C(C[C@H]1C/C=C/CC[C@@H](Cc2ccc(F)cc2)C(=O)OC[C@H]2CCCN2C1=O)N[C@@H](CO)Cc1ccccc1,10
Cn1nc(CNC(=O)C2CCN(S(C)(=O)=O)CC2)cc1C1CC1,-12
O=C(C(=CO)N=Nc1ccccc1)c1ccc(Cl)cc1,-2
O=C(c1ccc2nc[nH]c2c1)N1CCC(Oc2ncccn2)CC1,5
COc1cc(C=NNC(=O)Cc2csc(C)n2)ccc1OCC(C)C,-11
COc1ccc2cc(C(=O)NCc3ccc(C(=O)c4ccco4)s3)[nH]c2c1,8
CCCc1cc(=O)n2c(n1)SCC2CC(=O)Nc1ccc(F)cc1 (configuration not stated),9
CN1CCN(C=Nc2sc3c(c2C#N)CCCCC3)CC1,4
COc1ccc(-c2ccc(=O)n(CCNC(=O)NCc3ccccc3)n2)cc1OC,-4
CN1CCc2c(sc(N=Cc3ccco3)c2C(N)=O)C1,-3
CC1=CC(=O)N(c2ccc(C)cc2)[C@@H]1c1ccc(Cl)cc1,-5
O=C(Nc1cccc(-c2nc3ccccc3[nH]c2=O)c1)c1cccs1,-13

# Continued.
SMILES,SSB-PriA inh
O=C(c1cc(C2CC2)on1)N1CCC(Oc2cnccn2)CC1,-5
COc1ccc(-c2c(C)c3ccc(OS(=O)(=O)c4ccc(F)cc4)cc3oc2=O)cc1OC,-11
Cn1nc(C(=O)NCCCOc2cccc3cccnc23)ccc1=O,-11
Cc1ccc2sc(N(Cc3ccccn3)C(=O)Cc3ccc(S(C)(=O)=O)cc3)nc2c1C,-8
Cn1nc(C2CCN(CC(=O)Nc3cc(F)ccc3F)CC2)n(C2CC2)c1=O,-14
CC(C)(C)c1nnc(Nc2ccc(Cl)cc2Cl)[nH]c1=O,-11
COc1cccc(-c2nnc3ccc(OCCNC(=O)c4sc(C)nc4C)nn23)c1,-7
COc1cccc2cc(-c3cc(=O)oc4cc(OCC(=O)OC(C)C)ccc34)c(=O)oc12,-6
COc1ccc(Nc2nc(Nc3ccc4ncccc4c3)nc(N3CCOCC3)n2)cc1,0&11
COc1ccccc1NC(=O)CSc1nc2scc(-c3ccc(C)o3)c2c(=O)n1-c1ccccc1,-6
COc1ccc(-c2cnc(C(=O)NCCc3c[nH]c4ccccc34)o2)cc1,-12
O=S(=O)(c1cccc(C(F)(F)F)c1)N1CCC(c2ccsc2)CC1,-20
Cc1cc(C)cc(NC(=O)CSc2ccc(NC(=O)C3CC3)nn2)c1,-3
Cc1ccc(O[C@H]2CCCN(C(=O)c3ccc4c(c3)OCO4)C2)nn1,-10
O=C(NCc1cccs1)Nc1cnn(C[C@H]2COc3ccccc3O2)c1,-15
Cn1nc(CNC(=O)c2ccsc2)cc1-c1ccccn1,-8
COc1cccc(N2CCN(C(=O)Cn3cnc4c([nH]c5ccccc54)c3=O)CC2)c1,-7
O=C(NC1CCCCC1)N1CCCSC[C@@H]1CN1CCCC1,-37
COCCN(Cc1ccoc1)C(=O)CCSc1ccccc1,7
Cc1ccc(S(=O)(=O)Nc2c(S(=O)(=O)c3ccccc3)c3nc4ccccc4nc3n2CCc2ccccc2)cc1,45
ON=Cc1cc(Cl)ccc1OCc1ccccc1Cl,-1
Cc1nc2ccccc2c(=O)n1-c1cccc(NC(=O)c2ccc(F)cc2F)c1,-11
COc1cc(C)c(C(C)C)cc1S(=O)(=O)NC1CCCC1,6
CC(C)(C)CC(=O)N1CCN(CCn2ccnc2)CC1,8
O=C(O)CCn1cc(C=NO)c(-c2cccc([N+](=O)[O-])c2)n1,-5

# Remaining list, next part
SMILES,SSB-PriA inh
Cn1nc2c(c1NC(=O)C1COc3ccccc3O1)CCC2 (configuration not stated),-19
COC[C@@](C)(O)CNC(=O)c1ccccc1S(=O)(=O)C(F)F,6
O=C(Cn1ncccc1=O)N1CCC(N2CCC[C@@H]2COCc2ccccc2)CC1,-1
N#Cc1nccnc1N1CCC(CNC(=O)c2csc(-c3ccccc3)n2)CC1,0
O=C(Cn1cnc2c(cnn2C2CCS(=O)(=O)C2)c1=O)Nc1ccc(Cl)cc1 (configuration not stated),-6
Cc1cccc2c1Sc1ccc(Cl)cc1CC2N1CCNCC1 (configuration not stated),-6
Cc1nc2c(sc3cccc(F)c32)c(=O)n1CC(=O)Nc1cccc(F)c1,-4
Cc1ccc(-n2ncc3c(C(C)C)nnc(SCC(=O)N4CCOCC4)c32)cc1C,-18
CC(C)c1ccc(S(=O)(=O)c2nnn3c2nc(NCc2cccs2)c2ccccc23)cc1,-13
CCOc1ccc(S(=O)(=O)NCCc2sc(-c3ccc(Cl)cc3)nc2C)cc1,-3
Cc1nc(CSc2nc3scc(-c4ccc(F)cc4)c3c(=O)n2-c2ccccc2)cs1,-10
CCCc1cc(=O)[nH]c2nnc(SCC(=O)NCCc3ccc(OC)c(OC)c3)n12,-13
Cn1cc(C(=O)N2CCOCC2)cc(NC(=O)c2ccccc2C(F)(F)F)c1=O,-4&7
Cc1ccccc1CSc1ncc(CO)n1CC(=O)NCc1ccc(Cl)cc1,0
CCCOc1ccc(C(O)=C2C(=O)C(=O)N(CCN3CCOCC3)C2c2ccccc2)cc1 (configuration not stated),-15
Cc1noc(C)c1CCC(=O)NCc1nc2ccccc2[nH]1,1
O=C(NCc1ccc(OC(F)(F)F)cc1)[C@H]1CCCN(c2cc(-n3cncn3)ncn2)C1,3
Cc1ccccc1-c1ccc(N2CCN(C(=O)NCc3ccccc3)CC2)nn1,4
O=C(c1ccco1)N1CCN(C(=O)C2CCCN2c2nc3ccccc3o2)CC1 (configuration not stated),5
Cc1ccc(-c2ccc(SCc3c(F)cccc3Cl)nn2)cc1,-13
C=C(C)C1CC=C(C)C(=NNC(=O)COc2ccc(C)cc2)C1 (configuration not stated),-17
Cc1ccnc(SCc2cc(=O)c(OC(=O)COc3ccccc3F)co2)n1,-3
CCOc1ccccc1C(=O)NN=Cc1ccoc1,2
O=C(c1cc(-c2ccc3c(c2)OCO3)n[nH]1)N1CCc2ncncc2C1,4
COc1ccc(S(=O)(=O)N(Cc2ccsc2)Cc2ccco2)c(C)c1,-18

# The listing continues:
SMILES,SSB-PriA inh
CC(=O)c1cccc(NC(=O)CSc2ccc(NC(=O)c3cccc(F)c3)nn2)c1,-3
CCOC(=O)c1ccc(NC(=O)CCSc2ccc(F)cc2)cc1,-53&1
CC(C)c1cc(C(=O)NN=C/C(Br)=C/c2ccccc2)n[nH]1,-3
O=C(NCc1cccs1)Nc1cc(N2CCOCC2)ncn1,-1
Cc1cccn2cc(CCNS(=O)(=O)c3cccc(F)c3)nc12,-4
O=C(O)CCc1ccc(O)c2ncccc12,114*
COc1cccc(-n2nnc3c(N4CCN(C(=O)c5ccccc5SC(F)F)CC4)ncnc32)c1,10
C=CCSc1nnc(-c2ccccc2NC(=O)c2cc(S(=O)(=O)N3CCCCC3)ccc2OC)o1,2&5
CCc1nnc(NS(=O)(=O)c2ccc(NC(=O)CCCN3C(=O)c4cccc5cccc(c45)C3=O)cc2)s1,-3
Cc1nc2ccccn2c1C(=O)N1CCC(S(=O)(=O)c2ccc(F)cc2)CC1,-7
ON=C1CCCc2ccccc21,-5
COc1cn(CC(=O)Nc2ccc(C(N)=O)cc2)c(CO)cc1=O,-10
O=C(Cn1cnc(-c2ccc(F)cc2)cc1=O)N1CCc2ccccc21,-22&-5
CCOc1ccc(C(=O)Nc2ccc(Nc3cc(-n4ccnc4)ncn3)cc2)cc1OCC,-10
O=C(NCC(F)(F)F)c1cc(C2CCN(C(=O)c3ccc(-n4cccc4)cc3)CC2)[nH]n1,2
Cc1cn2nnc(C(=O)N(C)Cc3ccco3)c2c(=O)[nH]1,-6
COc1cc([N+](=O)[O-])cc(C=NNC(=O)c2ccc(C)nc2)c1O,80
O=C(/C=C/c1ccco1)c1c(-c2ccccc2)c2cc(Br)ccc2[nH]c1=O,-3
CCOC(=O)c1c(SCC(=O)Nc2cc(C(F)(F)F)ccc2Cl)nc(=O)[nH]c1C,1
CC(=O)Nc1ccc(S(=O)(=O)N2CCCN(S(=O)(=O)c3cnn(C)c3)CC2)cc1,-12
CCN(CC)CCNc1nc2c(OC)ccc(C)c2s1,15
CCCN1C(=O)C(C)(C)COc2ccc(NS(=O)(=O)c3cccc(C)c3)cc21,-6
COc1ccc(C[C@](C)(O)CNC(=O)Cc2ccc(F)cc2)cc1,-7
O=C(NCC1CCN(C(=O)c2ccoc2)CC1)C(=O)Nc1cc(F)ccc1F,-7
COc1ccc(N(CC(=O)NN=Cc2ccc(F)cc2)S(=O)(=O)c2ccccc2)cc1,-9
Cn1nc2c(c1NC(=O)Cc1ccc(Cl)cc1)CCC2,-6
O=c1[nH]nc(-c2ccco2)c2sc(N3CCOCC3)nc12,3
